HTT aggregate: qHTS Multiplex Assay to Identify Dual Action Probes in a Cell Model of Huntington: Aggregate Formation (GFP); AID 1688, 2009; PC12 HttQ103-GFP aggregates, Acumen cytometry, 40 h; Potency, µM (titrated, usually from 46.1 µM), for the others: at the highest dose activity change, negative = inhibition, most hits filed as inhibitors; 220,000 tested, 1.1% active; further: on the % scale 0 is the no-effect control and ±100 the full control effect; nearly all actives have a fitted effect of over 60% in size
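Using laser scanning cytometry, GFP-positive aggregates were counted after lysis of PC12 cells induced with 100 nM tebufenozide to express HTT exon 1 Q103–GFP. Compounds were tested in titration.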
Tau fluor counter: Counterscreen qHTS for Inhibitors of Tau Fibril Formation, Fluorescence Polarization. tau K18 P301L Alexa594 fluorescence, heparin fibrillization. Potency, µM (doses to about 57.7 µM), for the others: at the top dose activity change, negative = decrease. 280,000 tested, 0.93% active. AID 1463, 2008; further: on the % scale 0 is the no-effect control and ±100 the full control effect; nearly all actives have a fitted effect of over 55% in size
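Human K18 P301L tau (15 uM unlabeled plus 0.24 uM Alexa 594-labeled, final) in 100 mM sodium acetate pH 7 was mixed with compound and 20 uM heparin and incubated 6 hr at 37 C.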
JMJD2E inh: qHTS Assay for Inhibitors of Human Jumonji Domain Containing 2E (JMJD2E); Potency, µM (titrated, usually from 57.1 µM), for inactives: top-dose activity change, negative = inhibition, hits mostly inhibitors; Lysine-specific demethylase 4E (Homo sapiens), B2RXH2; JMJD2E catalytic domain, FDH-coupled NADH fluorescence (FDH is formaldehyde dehydrogenase); AID 2147, 2009; 230,000 tested, 1.6% active; active means well fitted inhibition curve with a large enough effect, not every such curve was filed as active; inconclusive means small, poorly fitted or top-dose-only effect, or another doubt; inactive means no such curve, though single readings can be large or run the other way;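 further: 0% = wells with enzyme and -100% = buffer wells without enzyme; nearly all actives have a fitted effect of over 50% in size; many of its hits are not listed in these tables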
Target sequence (B2RXH2 1-337 limits assumed): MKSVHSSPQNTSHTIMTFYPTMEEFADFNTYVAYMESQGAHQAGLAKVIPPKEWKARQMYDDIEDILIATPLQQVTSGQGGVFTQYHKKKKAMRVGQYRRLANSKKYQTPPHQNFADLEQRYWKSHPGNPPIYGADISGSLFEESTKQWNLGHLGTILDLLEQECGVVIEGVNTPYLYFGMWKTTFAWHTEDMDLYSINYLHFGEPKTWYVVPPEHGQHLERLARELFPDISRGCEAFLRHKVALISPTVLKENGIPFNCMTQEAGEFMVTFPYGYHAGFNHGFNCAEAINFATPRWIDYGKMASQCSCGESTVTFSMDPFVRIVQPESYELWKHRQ
Tau fibril FP: qHTS for Inhibitors of Tau Fibril Formation, Fluorescence Polarization; K18 P301L tau heparin fibrillization, Alexa594 FP, 6 h; Potency, µM (highest dose often 57.7 µM), for the others: at the highest dose activity, negative = inhibition, hits mostly inhibitors; 280,000 tested, 0.39% active; further: on the % scale 0 is the no-effect control and ±100 the full control effect; nearly all actives have a fitted effect of over 55% in size
Target sequence (P10636 561-689 P618L limits assumed): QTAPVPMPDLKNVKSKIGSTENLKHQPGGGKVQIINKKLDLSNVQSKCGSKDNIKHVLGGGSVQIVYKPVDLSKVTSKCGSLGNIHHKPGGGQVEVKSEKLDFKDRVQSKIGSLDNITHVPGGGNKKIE
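Human tau K18 […] P301L fragment, 15 uM unlabeled plus 0.24 uM Alexa 594-labeled tau (final), with compound and 20 uM heparin in 100 mM sodium acetate pH 7; 6 hr at 37 C, then Alexa 594 FP read.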
ALDH1A1 block: qHTS Assay for Inhibitors of Aldehyde Dehydrogenase 1 (ALDH1A1) | Aldehyde dehydrogenase 1A1 (Homo sapiens), P00352 | Purified ALDH1A1, NADH fluorescence, propionaldehyde substrate | Potency, µM (doses to about 75.3 µM), for inactives: at the highest dose activity, negative = inhibition, actives largely listed as inhibitors | 220,000 tested, 7.3% active | AID 1030, 2008; active means well fitted inhibition curve with a large enough effect, not every such curve was filed as active; inconclusive means small, poorly fitted or top-dose-only effect, or another doubt; inactive means no such curve, though single readings can be large or run the other way;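 further: plate controls were no enzyme wells and a reference inhibitor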
Target sequence (P00352 whole entry, looked up): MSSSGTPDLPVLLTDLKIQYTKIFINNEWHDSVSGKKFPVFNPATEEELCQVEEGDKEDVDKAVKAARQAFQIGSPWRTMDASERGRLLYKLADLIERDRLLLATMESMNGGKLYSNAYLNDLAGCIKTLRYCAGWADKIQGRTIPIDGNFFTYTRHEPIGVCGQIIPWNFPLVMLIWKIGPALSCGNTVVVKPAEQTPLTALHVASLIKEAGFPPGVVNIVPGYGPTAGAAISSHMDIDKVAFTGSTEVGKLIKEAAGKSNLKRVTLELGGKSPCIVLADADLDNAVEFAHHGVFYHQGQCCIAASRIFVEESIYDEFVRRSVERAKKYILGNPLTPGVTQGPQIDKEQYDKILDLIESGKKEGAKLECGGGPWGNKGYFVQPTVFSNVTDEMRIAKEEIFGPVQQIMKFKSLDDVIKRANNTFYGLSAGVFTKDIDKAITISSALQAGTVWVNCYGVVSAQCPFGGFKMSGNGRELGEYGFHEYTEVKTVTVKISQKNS
HTT ATP protect: qHTS Multiplex Assay to Identify Dual Action Probes in a Cell Model of Huntington: Cytoprotection (ATP); PC12 HTT-Q103 induced, cytoprotection, ATP luminescence, 40 h; Potency, µM (highest dose often 56.4 µM), without a hit: cytoprotection (ATP increase), most hits filed as activators; 230,000 tested, 0.14% active;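 further: % of control where 0% means no effect; nearly all actives have a fitted effect of over 45% in size; toxic huntingtin expression switched on by the ecdysone agonist tebufenozide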
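ATP quantification (ATPlite) reports survival of PC12 cells in which tebufenozide, 100 nM final, switches on Htt exon 1 with 103 glutamines linked to GFP; compounds are titrated.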
SMN2 splice up: qHTS Assay for Enhancers of SMN2 Splice Variant Expression; 210,000 tested, 2.8% active; HEK293 SMN2-luciferase splicing reporter, luminescence, 30-36 h; Potency, µM (highest dose often 46.1 µM), inactives show top-dose activity change, positive = activation, most hits filed as activators; AID 1458, 2008; further: % of control where 0% means no effect; nearly all actives have a fitted effect of over 55% in size
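qHTS luciferase splicing reporter: luminescence rises when SMN2 exon 7 is included in transfected HEK293 cells. Compound exposure lasted 30-36 h at 37C, with 4.5 mM final sodium butyrate as control, followed by a ONE-Glo read.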
Tau fibril ThT: qHTS for Inhibitors of Tau Fibril Formation, Thioflavin T Binding | Microtubule-associated protein tau (Homo sapiens), P10636 | recombinant tau K18 P301L, heparin-induced fibrillization, ThT fluorescence | Potency, µM (doses to about 57.4 µM), without a hit: top-dose activity, negative = inhibition, hits mostly inhibitors | 270,000 tested, 2.1% active; further: on the % scale 0 is the no-effect control and ±100 the full control effect; nearly all actives have a fitted effect of over 55% in size
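Using a mix of unlabeled (15 uM) and Alexa 594-labeled (0.24 uM) tau K18 P301L, heparin-triggered fibrillization over 6 hr at 37 C was scored by ThT fluorescence.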
The depositor's hits bear a star; ? = inconclusive; . = no result given; [ ] = dose if it differs, or a comment. Unless noted, the call rests on the fitted dose curve; in most records, active means well fitted curve in the direction sought with a large enough effect; inconclusive means small, poorly fitted or top-dose-only effect, or another doubt; inactive means no such curve, though single readings can be large; an effect the other way counts as inactive or inconclusive. Potency means the concentration at half of the fitted maximal effect. An excerpt; rates above refer to the full screens.

entry | SMILES | HTT aggregate | Tau fluor counter | JMJD2E inh | Tau fibril FP | ALDH1A1 block | HTT ATP protect | SMN2 splice up | Tau fibril ThT
1 | COc1ccc2c(c1)CCc1c(C(=O)NCc3ccc(Cl)cc3)noc1-2 | -10%[9.22 µM] | -14% | 1% | ? | 13µM* | -14% | -10% | -18%
2 | O=C(Nc1cccc(S(=O)(=O)N2CCCCC2)c1)c1ccc2ccccc2n1 | -24% | ? | -5% | ? | -3% | 6%[10 µM] | -23% | -2%
3 | O=C(Oc1cccc(-n2cnnn2)c1)c1sc2ccccc2c1Cl | -13% | 0% | 16% | -8% | 10% | -13% | 1% | -14%
4 | O=C(O)Cn1c(-c2cscn2)nc2ccccc21 | -6% | -10% | ? | -16% | -1% | 32% | -4% | -10%
5 | COc1ccccc1C(=O)N1CCN(Cc2cn[nH]c2-c2ccc(F)cc2F)CC1 | -10%[9.22 µM] | -1% | -15% | 8% | ? | -14%[10 µM] | . | -6%
6 | O=C(C1=C(O)C(=O)N(c2ncccn2)C1c1ccc(F)cc1)c1ccco1 (stereo unspecified) | 18%[9.22 µM] | -8% | -25% | -3% | . | 28%[10 µM] | . | -9%
7 | Cc1cnc(NC(=O)c2cccc(S(=O)(=O)N3CC(C)OC(C)C3)c2)s1 (stereo unspecified) | ? | -20% | -16% | -3% | ? | -52%[inhibitor] | . | -8%
8 | Nc1nc(=O)n(C2OC(CO)C(O)C2O)cc1Cl (stereo unspecified) | . | -8% | -8% | -4% | 5% | . | -11% | -4%
9 | COc1ccc(NC(=O)N2CCN(C(=O)Nc3ccc(OC)cc3)CC2)cc1 | -4%[9.22 µM] | -17% | 8% | -5% | 4% | 10%[10 µM] | . | ?
10 | O=C(/C=C/c1ccco1)N(Cc1cccc(Br)c1)C1CCS(=O)(=O)C1 (stereo unspecified) | -1%[9.22 µM] | -2% | -26% | -6% | . | 12%[10 µM] | . | .
11 | COc1ccc2c(Cl)c(-c3nnc(SCC(=O)c4ccccc4)n3C)sc2c1 | ? | -13% | 0% | 2% | 10% | -13% | -25% | ?
12 | CN(CCC#N)C(=O)COC(=O)c1ccc(CNS(=O)(=O)c2ccc(F)c(Cl)c2)cc1 | -3% | -6% | -5% | 3% | 5% | 1%[10 µM] | 0% | -3%
13 | O=C(COC(=O)c1ccccc1O)NCCC1=CCCCC1 | 5% | -5% | ? | -2% | -1% | -25% | 9% | -7%
14 | CCOc1cc(C2c3c(n[nH]c3C)C(=O)N2c2ccc(Br)cc2)ccc1O (stereo unspecified) | 15% | -29% | 2% | -6% | -3% | -2% | 29% | ?
15 | NS(=O)(=O)c1ccc(NC(=O)CN2C(=O)CCC2=O)cc1 | -31%[9.22 µM] | -4% | -13% | -16% | . | -4%[10 µM] | . | 1%
16 | COc1ccc2oc(C(=O)c3ccccc3)c(N)c2c1 | -1% | ? | ? | ? | -14% | -24% | 11µM* | ?
17 | Cc1nn(Cc2cccc(C(=O)Nc3ccn(Cc4ccccc4)n3)c2)c(C)c1[N+](=O)[O-] | -10% | -15% | 11% | 1% | 22% | 3% | -45%[inhibitor] | -7%
18 | Cc1cc(C)c(NC(=O)COc2ccccc2C(=O)Nc2ccc3c(c2)oc2ccccc23)c(C)c1 | 8% | -22% | ? | ? | ? | 21%[10 µM] | -4% | 3%
19 | CN(C)c1nc2c(c(=O)[nH]c(=O)n2C)n1Cc1ccc(F)cc1 | 1% | -1% | -1% | 0% | 5% | 5%[10 µM] | 12% | -2%
20 | O=C(CCc1nc(-c2ccccc2Cl)no1)NCc1ccco1 | -2%[9.22 µM] | 17% | 2% | 6% | ? | -15% | 2% | 6%
21 | C/C(=C\C(=O)c1ccc(Br)cc1)NCc1ccc2c(c1)OCO2 | ? | -24% | 0% | 3% | 4% | -6% | 0% | -12%
22 | COc1ccc(-c2cc(C(=O)NN)[nH]n2)cc1 | 6% | 0% | -10% | 9% | 20µM* | 23%[10 µM] | -11% | ?
23 | Cc1c(C(=O)OC2CCC(C)CC2)[nH]c2c1C(=O)CC(c1ccc(F)cc1)C2 (stereo unspecified) | . | -5% | . | -8% | . | . | 28% | -1%
24 | O=C(CNC(=O)/C(=C\c1ccccc1)NC(=O)c1ccc(Br)cc1)OCc1ccccc1 | 29% | -18% | -7% | -1% | -10% | -9% | 6% | -12%
25 | O=C(NN1C(=O)c2ccc3c4c(ccc(c24)C1=O)CC3)c1ccc(Br)cc1 | 2% | -11% | ? | 5% | ? | -7% | 13% | -5%

Two entries from above, with one line to a screen.
[10] O=C(/C=C/c1ccco1)N(Cc1cccc(Br)c1)C1CCS(=O)(=O)C1 (stereo unspecified)
[6] O=C(C1=C(O)C(=O)N(c2ncccn2)C1c1ccc(F)cc1)c1ccco1 (stereo unspecified)

compound no.,10,6
HTT aggregate,-1%[9.22 µM],18%[9.22 µM]
Tau fluor counter,-2%,-8%
JMJD2E inh,-26%,-25%
Tau fibril FP,-6%,-3%
ALDH1A1 block,.,.
HTT ATP protect,12%[10 µM],28%[10 µM]
SMN2 splice up,.,.
Tau fibril ThT,.,-9%

Records 21 through 25, quoted:
entry | SMILES | HTT aggregate | Tau fluor counter | JMJD2E inh | Tau fibril FP | ALDH1A1 block | HTT ATP protect | SMN2 splice up | Tau fibril ThT
21 | C/C(=C\C(=O)c1ccc(Br)cc1)NCc1ccc2c(c1)OCO2 | ? | -24% | 0% | 3% | 4% | -6% | 0% | -12%
22 | COc1ccc(-c2cc(C(=O)NN)[nH]n2)cc1 | 6% | 0% | -10% | 9% | 20µM* | 23%[10 µM] | -11% | ?
23 | Cc1c(C(=O)OC2CCC(C)CC2)[nH]c2c1C(=O)CC(c1ccc(F)cc1)C2 (stereo unspecified) | . | -5% | . | -8% | . | . | 28% | -1%
24 | O=C(CNC(=O)/C(=C\c1ccccc1)NC(=O)c1ccc(Br)cc1)OCc1ccccc1 | 29% | -18% | -7% | -1% | -10% | -9% | 6% | -12%
25 | O=C(NN1C(=O)c2ccc3c4c(ccc(c24)C1=O)CC3)c1ccc(Br)cc1 | 2% | -11% | ? | 5% | ? | -7% | 13% | -5%

Carrying on.
entry | SMILES | HTT aggregate | Tau fluor counter | JMJD2E inh | Tau fibril FP | ALDH1A1 block | HTT ATP protect | SMN2 splice up | Tau fibril ThT
26 | COc1ccc(OC)c(NC(=O)CN(C)CC(=O)Nc2ccccc2Br)c1 | -20% | -1% | ? | 3% | ? | -16%[10 µM] | -18% | -2%
27 | CNC(=O)CN1C(=O)c2ccccc2S1(=O)=O | -6% | -8% | -1% | -5% | 4% | -30% | -4% | -8%
28 | COc1ccc(N2CCN(C(=O)C3CCCN(S(=O)(=O)c4ccc5c(c4)oc(=O)n5C)C3)CC2)cc1 (stereo unspecified) | . | -16% | . | 5% | . | . | -5% | -7%
29 | COc1ccc(CCNc2oc(COc3ccccc3F)nc2C#N)cc1OC | ? | ? | 5% | 7% | ? | -12% | -20% | ?
30 | CCCCCOC(=O)CSc1ncnc2c1sc1nc(N3CCOCC3)c3c(c12)CCCC3 | . | -14% | . | -10% | . | . | 7% | -13%
31 | COC(=O)C1=C(C)N(c2ccccc2)/C(=C/c2ccco2)C1=O | 21%[9.22 µM] | -16% | ? | 4% | . | 0%[10 µM] | . | ?
32 | O=C1Nc2ccccc2OCc2c1cccc2[N+](=O)[O-] | 14% | -3% | 9% | 3% | 1% | . | 1% | -7%
33 | CCN(CC)c1ccc(C(=O)Nc2ccc3nc(N(CC)CC)cc(C)c3c2)cc1 | . | 14µM*[quencher] | . | 12% | . | . | -24% | 3.5µM*
34 | O=C(COC(=O)c1cccnc1Nc1cccc(C(F)(F)F)c1)NCc1ccc2c(c1)OCO2 | -16% | -21% | -1% | ? | -8% | -32% | -15% | 3%
35 | C/C(=C\c1ccccc1)C(=O)Nc1ccc(S(=O)(=O)Nc2ncccn2)cc1 | -8% | -3% | 9% | 3% | -6% | -20% | -4% | -1%
36 | CCOc1ccc(Cl)cc1CSc1ncn[nH]1 | -12% | -7% | -3% | -4% | -3% | -18%[10 µM] | -26% | -7%
37 | Cn1c(SCc2ccc(Br)cc2)nc2c(c1=O)SCC2 | ? | -6% | 0% | -3% | -9% | -27% | -48%[inhibitor] | -11%
38 | C=CCn1c(SCC(=O)c2[nH]c(C)c(C(C)=O)c2C)nnc1-c1ccncc1 | 9% | 2% | 5% | 12% | 2% | 23% | -12% | -16%
39 | CCCCn1nc2cc(C(=O)N(CC)c3ccc(OC)cc3)ccc2c1OCC | 9% | -18% | ? | -2% | ? | 2%[10 µM] | -13% | ?
40 | COc1ccc(-c2nnc(SCC(=O)NC(C)c3ccccc3)o2)cc1 (stereo unspecified) | 10% | -10% | 0% | -2% | 1% | -1% | 0% | -4%
41 | Cc1ccccc1Nc1cc(C(=O)NCCc2ccc(Cl)cc2)c2ccccc2n1 | . | ? | . | ? | . | . | -5% | -1%
42 | O=C(O)C1CCCN1c1ncccn1 (stereo unspecified) | -10% | -6% | -8% | 2% | 15% | 17% | . | -2%
43 | CCS(=O)(=O)N1CCN=C1SCc1cccnc1 | -6% | -8% | -3% | 4% | 10% | 6% | -10% | -13%
44 | Cc1cc(C)cc(NS(=O)(=O)c2ccc3[nH]cc(C(=O)NC4CCCCC4)c(=O)c3c2)c1 | . | ? | . | 7.9µM* | . | . | -38%[inhibitor] | ?
45 | Cc1ccc(C)c(C2=CSC3=NCCN23)c1 | 7% | -11% | -2% | -6% | -6% | 3% | -7% | -10%
46 | O=S(=O)(c1ccccc1)N(Cc1ccccc1)c1ccccn1 | 0% | -9% | -1% | -1% | 17% | 3% | -44%[inhibitor] | -3%
47 | Cc1onc(-c2ccc(Cl)cc2Cl)c1-c1csc(COc2ccccc2)n1 | 18%[9.22 µM] | -12% | 1% | -8% | ? | 16%[10 µM] | . | -17%
48 | Cc1nn(CC(=O)N2CCOCC2)c(C)c1[N+](=O)[O-] | 1% | 2% | 5% | 2% | -1% | -6% | 12% | -2%

High-throughput results: PubChem BioAssay, National Center for Advancing Translational Sciences (NCATS)
